Screening data: PubChem BioAssay, several laboratories
CHRM4 PAM – CHRM4 positive allosteric modulation; P08173; CHO-K1 hM4/Gqi5, Fluo-8 calcium fluorescence, ACh EC20; 0% = ACh EC20, 100% = maximal ACh; activation, % at 3 µM; hit rate 0.4% among 360,000; AID 624126;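 active means activation above its plate's cutoff, the mean activation of sample wells plus 3 SD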; further: some results filed as inactive read as strong as hits
Target sequence (P08173 whole entry, looked up): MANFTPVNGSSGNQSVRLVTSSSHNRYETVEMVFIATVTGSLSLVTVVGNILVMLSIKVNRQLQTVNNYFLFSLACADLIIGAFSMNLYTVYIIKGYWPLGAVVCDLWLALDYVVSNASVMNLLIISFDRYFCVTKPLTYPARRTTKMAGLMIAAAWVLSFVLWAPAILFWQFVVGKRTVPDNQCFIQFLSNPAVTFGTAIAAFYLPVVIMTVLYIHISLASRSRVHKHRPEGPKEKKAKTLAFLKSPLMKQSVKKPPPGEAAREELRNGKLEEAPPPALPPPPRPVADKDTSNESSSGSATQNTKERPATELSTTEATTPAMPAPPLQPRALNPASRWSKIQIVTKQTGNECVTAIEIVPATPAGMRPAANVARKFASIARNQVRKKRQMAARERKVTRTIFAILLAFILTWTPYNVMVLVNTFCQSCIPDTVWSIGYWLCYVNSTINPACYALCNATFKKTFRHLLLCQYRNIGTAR
CHRM5 PAM – positive allosteric modulators of human muscarinic M5 receptor | P08912 | CHO-K1 hM5, Fluo-8 calcium, ACh EC20 PAM; 0% = ACh EC20, 100% = ACh EC100 | activation, % at 3 µM | hit rate 0.3% among 360,000 | AID 624038;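 active means activation above the run cutoff, the mean activation of all test compounds plus 3 SD, cut at about 18% in these data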
Target sequence (P08912 whole entry, looked up): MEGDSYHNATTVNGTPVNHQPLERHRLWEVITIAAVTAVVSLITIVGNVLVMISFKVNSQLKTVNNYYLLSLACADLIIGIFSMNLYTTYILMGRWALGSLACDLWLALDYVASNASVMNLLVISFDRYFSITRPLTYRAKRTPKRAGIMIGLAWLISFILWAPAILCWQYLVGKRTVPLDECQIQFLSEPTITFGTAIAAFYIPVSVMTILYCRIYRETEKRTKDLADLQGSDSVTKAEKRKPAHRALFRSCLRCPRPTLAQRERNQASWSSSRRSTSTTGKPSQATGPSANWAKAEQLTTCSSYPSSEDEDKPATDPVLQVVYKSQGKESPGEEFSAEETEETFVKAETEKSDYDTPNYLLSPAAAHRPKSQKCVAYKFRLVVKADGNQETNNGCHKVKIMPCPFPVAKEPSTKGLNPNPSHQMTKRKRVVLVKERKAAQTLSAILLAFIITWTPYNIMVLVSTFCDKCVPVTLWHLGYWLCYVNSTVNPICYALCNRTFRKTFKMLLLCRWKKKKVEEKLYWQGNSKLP
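System: CHO-K1 cell line with stable human muscarinic M5 receptor expression | Also added: EC20 acetylcholine as agonist stimulus | Compound: One concentration, 3 µM final (nominal) | Timing: Fluo-8 loading 80 min at 37 °C plus 30 min room temperature | Measured by: Fluo-8 calcium dye fluorescence, kinetic read | Read-out basis: % activation, ACh-normalized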
CRFR2-BP ag – agonists of human CRF-binding protein/CRF-R2 receptor complex | activation, % at 13.2 µM | HEK293 CRF-R2/CRF-BP, calcium dye fluorescence (FLIPR); percent of saturating CRF peptide response | hit rate 0.46% among 350,000;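 active means activation of at least 50%, plus an integration ratio under a set limit after plate pattern correction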;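 further: plate controls were neutral control wells without compound for no effect and CRF at EC100 for full effect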
CHRM4 antagonist – antagonists of human muscarinic M4 receptor (CHRM4); P08173; CHO-hM4 cells, ACh EC80, Fluo-8 calcium fluorescence; inhibition, % at 3 µM; hit rate 0.73% among 360,000; AID 624125;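 active means inhibition above its plate's cutoff, the mean inhibition of sample wells plus 3 SD, cut at about 27% in these data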;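 further: 0% = acetylcholine EC80 with DMSO and 100% = DMSO without agonist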
M1 PAM – potentiates human M1 receptor response to acetylcholine | hit rate 0.088% among 360,000 | P11229 | CHO-K1 hM1, Fluo-8 calcium fluorescence, ACh EC20; 0% = ACh EC20, 100% = maximal ACh | activation, % at 3 µM | AID 588819; in the data active means activation above about 19%, passing the limit was not always enough
M5 ag – CHRM5 agonism in calcium assay; P08912; CHO-K1 hM5 cells, Fluo-8 calcium fluorescence; 0% DMSO wells, 100% maximal acetylcholine response; activation, % at 3 µM; hit rate 0.19% among 360,000;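 active means activation above the run's mean over test compounds plus 3 SD, cut at about 23% in these data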;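 further: signal is peak over basal fluorescence ratio across the kinetic read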
M5 antag – CHRM5 antagonism in calcium assay; CHO-hM5 cells, Fluo-8 calcium fluorescence, ACh EC80; P08912; hit rate 0.59% among 360,000; AID 624040; inhibition, % at 3 µM;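 active means inhibition above a per-plate cutoff, the mean of that plate's test compounds plus 3 SD, cut at about 27% in these data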;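 further: 0% = acetylcholine EC80 with DMSO and 100% = DMSO without agonist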
M1 antag – blocks human M1 muscarinic receptor. CHO-K1 hM1, Fluo-8 calcium fluorescence, ACh EC80 antagonist. hit rate 1.3% among 360,000. inhibition, % at 3 µM. P11229. AID 588852;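 active means percent inhibition above its own plate's cutoff, namely the mean of that plate's compound wells plus 3 SD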;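 further: peak over basal fluorescence ratio during 140 s after agonist addition; 0% = ACh EC80 plus DMSO and 100% = DMSO alone without agonist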
CHRM4 agonist – agonists of human muscarinic M4 receptor (CHRM4). P08173. activation, % at 3 µM. CHO-K1 hM4/Gqi5, Fluo-8 calcium fluorescence; vehicle 0%, full acetylcholine response 100%. AID 624127. hit rate 0.14% among 360,000;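 active means activation above the run mean over all test wells plus 3 SD, cut at about 32% in these data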;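 further: peak over basal fluorescence ratio per well then scaled between controls; 0% = DMSO wells and 100% = acetylcholine at EC100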
Starred values were filed as active, the others as inactive; x = not tested or not shown.

SMILES	CHRM4 PAM	CHRM5 PAM	CRFR2-BP ag	CHRM4 antagonist	M1 PAM	M5 ag	M5 antag	M1 antag	CHRM4 agonist
Cn1c(CNC(=O)CNC(=O)c2ccc(C(C)(C)C)cc2)cc(=O)n(C)c1=O	2	2	-2.7	2	3	-3	8	-7	1
CCOc1ccc(C(=O)CCC(=O)N(CC)CC(=O)NCc2cccs2)cc1	7	3	-0.2	-18	8	-1	1	-12	1
c1ccc(Sc2ncccn2)nc1	-15	-17	-1.5	6	-5	1	12	10	12
COc1ccc(C2CC(c3ccc(C)cc3)Nc3ncnn32)cc1 (stereo unspecified)	8	2	6.8	-14	2	2	4	-1	3
CN(c1cccc(NC(=O)c2ccc(Cl)c(S(=O)(=O)N3CCOCC3)c2)c1)S(C)(=O)=O	-6	-5	-0.6	9	-9	-1	16	21	4
Cc1noc(C)c1S(=O)(=O)N(CC(=O)NCc1ccc(F)cc1)c1ccc(C(C)C)cc1	5	-4	1.9	-12	0	-2	8	-7	0
O=C(CCC(=O)Nc1cc(C(F)(F)F)ccc1Cl)N/N=C\c1cc([N+](=O)[O-])ccc1O	6	-2	-1.5	-4	8	0	10	-13	0
NC(=O)CSc1nnnn1CC(CC(=O)O)c1ccccc1 (stereo unspecified)	6	-4	-0.3	1	11	-1	1	0	0
CC1(c2nnc(-c3ccccc3)o2)CC(c2ccc(Cl)cc2)=NO1 (stereo unspecified)	8	-1	0.3	2	6	1	14	-6	3
Cc1ccc(C(=O)Oc2cccc(-n3cnnn3)c2)cc1	10	2	-0.3	-8	3	-7	0	-7	0
O=C(O)c1cccc(-c2nnn(Cc3ccccc3Cl)n2)c1	2	3	-1.5	6	11	-1	-3	-8	3
CN(C)CCNC(=O)CCCNC(=O)Cn1cnc2sc3c(c2c1=O)CCCC3	-1	5	0.5	4	0	-12	1	6	0
COc1cc(SC)ccc1C(=O)Nc1ccc2c(c1)CCN2S(C)(=O)=O	4	-1	-0.7	-6	3	0	2	-10	4
COc1ccc(CCN(C)C2CCCN(S(=O)(=O)c3ccccc3)C2)cc1OC (stereo unspecified)	-6	-18	-3.4	3	-1	-10	16	-9	1
CCc1ccc(C2C(C#N)=C(N)N(N(C)C)C3=C2C(=O)CCC3)cc1 (stereo unspecified)	-3	-5	0.8	11	-8	-1	11	21	2
COc1cc(C)ccc1OCCOc1ccccc1Cl	6	-7	-2.0	-13	0	-2	-3	0	-2
Cc1nn(-c2ccc(Cl)c(Cl)c2)c(C)c1C(=O)O	-3	-3	18	-2	8	-4	3	-7	0
COc1cccc(N(Cc2nnc3n2CCCCC3)C(=O)Nc2ccccc2F)c1	6	3	0.6	-3	10	0	5	-13	0
CCOC(=O)c1cc(NC(=O)Nc2cc(C)ccn2)c(C)nc1C	-11	-2	-2.1	9	4	1	6	-3	0
COc1ccc([C@H]2CN(c3ccc(OC)cc3)C(=O)[C@@H]2CC(=O)Nc2ccc(Br)cc2)cc1	0	-6	-0.1	-21	5	0	3	-9	1
COc1cc(/C=C2\CC/C(=C\c3cc(OC)c(OC)c(OC)c3)C2=O)cc(OC)c1OC	6	-2	-0.1	-3	9	-1	7	-12	1
Cc1cc(C)n(C(=O)COc2ccc([N+](=O)[O-])cc2)n1	10	4	-5.0	6	1	0	1	1	0
CCC1=NC(c2ccccc2OC)N(O)C1(C)C (stereo unspecified)	-2	-3	0.8	-1	-5	0	5	7	0
COC(=O)c1ccccc1NC(=O)Nc1cc(C)ccn1	6	-2	-0.1	-6	7	-2	0	4	1
Cc1cccc(NC(=O)C(C)SCc2nc3sc4c(c3c(=O)[nH]2)CCCC4)n1 (stereo unspecified)	-2	4	-3.0	7	3	0	-1	-6	2

Three entries already listed, sorted by SMILES length, descending:
SMILES	CHRM4 PAM	CHRM5 PAM	CRFR2-BP ag	CHRM4 antagonist	M1 PAM	M5 ag	M5 antag	M1 antag	CHRM4 agonist
CCc1ccc(C2C(C#N)=C(N)N(N(C)C)C3=C2C(=O)CCC3)cc1 (stereo unspecified)	-3	-5	0.8	11	-8	-1	11	21	2
COc1cc(SC)ccc1C(=O)Nc1ccc2c(c1)CCN2S(C)(=O)=O	4	-1	-0.7	-6	3	0	2	-10	4
O=C(O)c1cccc(-c2nnn(Cc3ccccc3Cl)n2)c1	2	3	-1.5	6	11	-1	-3	-8	3

Later entries:
SMILES	CHRM4 PAM	CHRM5 PAM	CRFR2-BP ag	CHRM4 antagonist	M1 PAM	M5 ag	M5 antag	M1 antag	CHRM4 agonist
CC(NC(=O)c1cccc(OC2CCN(C(=O)C3CC3)CC2)c1)c1ccc(F)cc1 (stereo unspecified)	3	2	1.7	-12	11	1	-24	-18	3
CC(=O)Nc1cccn(Cc2c(Cl)cccc2Cl)c1=O	-4	7	-0.5	1	13	3	-16	-11	1
Cc1nc(SCC(=O)c2cccc([N+](=O)[O-])c2)n[nH]1	16	1	1.3	-1	12	-5	-7	-8	0
COc1ccccc1CN(C)C(=O)c1cccc(S(=O)(=O)N2CCCc3ccccc32)c1	-5	-5	1.6	3	-4	-5	1	8	5
Cc1ccc(C)c(CN2C(=O)CSc3ccc(C(=O)NCC(C)CN4CCC(C)CC4)cc32)c1 (stereo unspecified)	-8	0	-1.2	2	-15	-7	-2	18	2
COc1cccc(C(=O)Nc2cc3c(cc2N2CCCC2)n(C)c(=O)n3C)c1	17	10	-2.2	-31	10	-3	-14	-20	2
Cc1cccc(NC(=O)CSc2nnc(CSc3nc(C)cc(C)n3)o2)c1	-8	-11	7.4	2	3	1	11	-3	1
CCOC(=O)/C(C#N)=N/Nc1c(S(=O)(=O)Cc2ccco2)csc1C(=O)OC	-2	-6	-2.7	-5	3	0	18	-2	6
CN(CC(=O)Nc1ccc(Cl)c(S(=O)(=O)N2CCOCC2)c1)C(=O)c1cccs1	1	10	-0.9	-3	1	1	-5	11	2
Cc1sc2nc(SCC(=O)Nc3ccc(S(N)(=O)=O)cc3)[nH]c(=O)c2c1C	7	-2	1.1	-11	10	-6	6	-12	0
Nc1nc2ncccn2c1-c1ccc(C(F)(F)F)cc1	4	3	x	-4	x	2	-8	x	2
CCCn1nnnc1SCC(=O)NNC(=O)c1ccco1	-1	0	-1.0	-8	7	-3	-7	-4	0
CCOc1ccc(-c2nc(-c3ccncc3)no2)cc1OCC	3	17	-1.0	-7	6	-6	-14	-29	1
C/C(=C/c1ccccc1)C(=O)N1CCN(c2ccc(F)cc2)CC1	3	2	1.0	2	8	3	-14	-11	1
Nc1cccc(-c2nc3ccccc3[nH]2)c1	-1	-3	0.1	-4	4	1	-4	-2	1
COc1ccc(S(=O)(=O)NCc2cn3c(C)csc3n2)cc1F	2	-1	39	-7	9	4	1	-6	2
Fc1cccc2sc(Nc3nnc(-c4ccccc4)o3)nc12	-4	-2	-1.8	4	-6	-10	5	17	0
CN(CC(=O)NCCN1CCOCC1)S(=O)(=O)c1ccc(F)cc1	-3	-4	0.8	7	4	-2	7	-6	1
O=[N+]([O-])c1ccccc1/C=N/n1c(COc2ccccc2)n[nH]c1=S	12	-2	-0.9	-21	4	-1	-5	-7	-1
Cc1ccc(CN2CCC[C@]3(N[C@H](c4ccc(C(F)(F)F)cc4)[C@@H]4C(=O)N(Cc5ccccc5)C(=O)[C@@H]43)C2=O)cc1	8	-1	4.9	-17	-2	-2	0	-6	1
COC(C(=O)N/N=C(\C)c1ccc(C(C)(C)C)cc1)c1ccccc1 (stereo unspecified)	-1	1	-1.4	2	8	5	-1	-14	0
O=[N+]([O-])c1cc(C(F)(F)F)cc([N+](=O)[O-])c1NCc1cccnc1	1	-3	6.8	5	2	-4	-4	8	1
NNC(=O)c1nc[nH]c1C(=O)Nc1ccccc1	2	5	1.6	-2	16	0	-9	-18	-1
COc1ccc(/C=C2\CCc3ccccc3C2=O)c(OC)c1OC	2	-1	0.0	-13	4	-5	7	2	2
CN(C)S(=O)(=O)c1cccc(COc2ccccc2C(=O)Nc2ccccc2)c1	-10	-4	1.2	4	-2	0	5	12	15
COc1ccc(-c2cc(C(F)(F)F)n3ncc(C(=O)NCC4CCCO4)c3n2)cc1 (stereo unspecified)	19	-3	13	0	13	0	-12	-45	1
COc1ccc2[nH]c3c(c2c1)CCN1C(=O)C(CC(=O)NCC24CC5CC(CC(C5)C2)C4)C[C@H](C(=O)N2CCOCC2)[C@@]31C (stereo partly specified)	-2	0	-3.2	-3	6	-1	0	-13	-1
Cc1ccc(NC(=O)COC(=O)C2CC2)c(Br)c1	0	2	0.1	1	1	-1	-5	0	0
Cc1ccc(S(=O)(=O)NCCC(=O)Nc2nnc(C)s2)cc1	2	1	-1.4	-8	3	0	7	-8	0

Complete entries as entered above. Values in the order: CHRM4 PAM, CHRM5 PAM, CRFR2-BP ag, CHRM4 antagonist, M1 PAM, M5 ag, M5 antag, M1 antag, CHRM4 agonist
Entry for Fc1cccc2sc(Nc3nnc(-c4ccccc4)o3)nc12 → -4, -2, -1.8, 4, -6, -10, 5, 17, 0
Entry for CCOc1ccc(-c2nc(-c3ccncc3)no2)cc1OCC → 3, 17, -1.0, -7, 6, -6, -14, -29, 1
Entry for NNC(=O)c1nc[nH]c1C(=O)Nc1ccccc1 → 2, 5, 1.6, -2, 16, 0, -9, -18, -1
Entry for CN(CC(=O)NCCN1CCOCC1)S(=O)(=O)c1ccc(F)cc1 → -3, -4, 0.8, 7, 4, -2, 7, -6, 1

A different layout for 5 compounds above.
Compound,CHRM4 PAM,CHRM5 PAM,CRFR2-BP ag,CHRM4 antagonist,M1 PAM,M5 ag,M5 antag,M1 antag,CHRM4 agonist
O=[N+]([O-])c1ccccc1/C=N/n1c(COc2ccccc2)n[nH]c1=S,12,-2,-0.9,-21,4,-1,-5,-7,-1
Cc1ccc(C)c(CN2C(=O)CSc3ccc(C(=O)NCC(C)CN4CCC(C)CC4)cc32)c1 (stereo unspecified),-8,0,-1.2,2,-15,-7,-2,18,2
COc1ccc2[nH]c3c(c2c1)CCN1C(=O)C(CC(=O)NCC24CC5CC(CC(C5)C2)C4)C[C@H](C(=O)N2CCOCC2)[C@@]31C (stereo partly specified),-2,0,-3.2,-3,6,-1,0,-13,-1
CN(CC(=O)NCCN1CCOCC1)S(=O)(=O)c1ccc(F)cc1,-3,-4,0.8,7,4,-2,7,-6,1
Cc1nc(SCC(=O)c2cccc([N+](=O)[O-])c2)n[nH]1,16,1,1.3,-1,12,-5,-7,-8,0

Quoted from the listing:
Reading for CN(CC(=O)Nc1ccc(Cl)c(S(=O)(=O)N2CCOCC2)c1)C(=O)c1cccs1 under M1 PAM: 1
Reading for CN(CC(=O)NCCN1CCOCC1)S(=O)(=O)c1ccc(F)cc1 under M1 antag: -6
Reading for COc1ccc(/C=C2\CCc3ccccc3C2=O)c(OC)c1OC under M1 antag: 2
